Screens from PubChem.
IL2 activator = IL-2 activation. 360,000 compounds, 0.065% hits. AID 652025. activation, % (series mostly up to about 46 µM). IL-2 activation reporter assay, cell-based qHTS; stimulated with anti-CD3/CD4/CD28 beads; in transgenic mouse T cells; in the data active = activation above about 50%; inconclusive = mostly about 30% to 49%; also: 0% is about no effect
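Readout is EGFP and DsRed signal by fluorescent plate cytometry after 18 h at 37 degrees C. Transgenic mouse T cells (750/well) received compound for 60 min before bead stimulation (anti-CD3, anti-CD4, anti-CD28); memory T cells served as non-tolerant control.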
PI5P4K alpha inh = inhibitors of human PI5P4K alpha | P48426 | PI5P4Kalpha enzyme, ADP-Glo luminescence, 60 min; active compounds read low | max response, % | 330,000 compounds, 1.2% hits; active = max response of -50% or lower; inconclusive = between -30% and -50%; inactive = -30% or higher; also: value at the top dose of about 77 µM; % is scaled to controls: 0 for no effect and ±100 for the full control effect
Target sequence (P48426 whole entry, looked up): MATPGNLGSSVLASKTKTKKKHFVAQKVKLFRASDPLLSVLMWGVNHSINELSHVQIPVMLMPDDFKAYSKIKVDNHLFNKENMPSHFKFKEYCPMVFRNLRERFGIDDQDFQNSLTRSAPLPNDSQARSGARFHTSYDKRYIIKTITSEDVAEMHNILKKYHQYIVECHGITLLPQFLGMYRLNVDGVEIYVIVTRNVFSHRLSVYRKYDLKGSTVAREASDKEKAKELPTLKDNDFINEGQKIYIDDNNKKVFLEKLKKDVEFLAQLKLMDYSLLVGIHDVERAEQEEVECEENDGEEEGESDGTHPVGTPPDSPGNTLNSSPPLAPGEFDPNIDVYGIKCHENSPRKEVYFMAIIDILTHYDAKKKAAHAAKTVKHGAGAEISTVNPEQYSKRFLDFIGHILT
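PI5P4Kalpha ADP-Glo assay; 5 microM ATP final; 60 min RT reaction; HEPES pH 7.4/EGTA/CHAPS, 5% DMSO; controls lacking substrate or enzyme; luminescent end-point.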
aSyn rescue = alpha-synuclein toxicity inhibition in yeast. Yeast expressing alpha-synuclein, growth rescue, BacTiter-Glo, 24 h. Potency, µM (top dose mostly 46.1 µM), for inactives: top-dose growth rescue (activation), hits mostly activators. 370,000 compounds, 0.14% hits. AID 652106; also: potency is read from the fitted curve at half-maximal effect; % of control where 0% means no effect; nearly all actives have a fitted effect of over 65% in size
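Rescue of yeast growth: cells expressing toxic alpha-synuclein, induced in galactose at OD600 0.02, incubated with compound 24 h at 30 C. ATP luminescence quantified growth; inhibitors of toxicity appear as activators.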
FUS yeast rescue = suppressors of FUS proteinopathy in yeast | S. cerevisiae FUS-expressing, growth rescue, OD600, 24 h | Potency, µM (top dose mostly 76.6 µM), for inactives: at the top dose growth rescue (activation), most hits filed as activators | 390,000 compounds, 0.24% hits | AID 1347120;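 also: potency is read from the fitted curve at half-maximal effect; plate controls were DMSO vehicle for no effect and reference control for full effect; nearly all actives have a fitted effect of over 55% in size; some results filed as inactive show a strong effect at the top dose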
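FUS-expressing yeast, raffinose-pregrown, induced in 2% galactose minimal medium at OD 0.005; compounds in a dilution series, 24hr at 30C. Growth restoration read as absorbance at 600 nm. CP55940 positive control, DMSO negative.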
EPAC1 antagonist = EPAC1 (human) antagonism; O95398; EPAC1 GEF assay, Rap1b-BODIPY-GDP exchange fluorescence; Potency, µM (doses to about 115 µM), without a hit: at the highest dose activity change, negative = inhibition, actives largely listed as inhibitors; 360,000 compounds, 0.14% hits; AID 720709;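 also: potency is read from the fitted curve at half-maximal effect; plate controls were vehicle for no effect and positive control for full effect; nearly all actives have a fitted effect of over 50% in size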
Abeta rescue = compounds reversing amyloid beta toxicity in yeast. yeast expressing A-beta42, growth rescue, OD600, 48 h; response scale: 0% DMSO, 100% iron-clioquinol control. Potency, µM (titrated, usually from 46.1 µM), for inactives: at the highest dose growth rescue, hits mostly activators. 410,000 compounds, 0.063% hits; also: potency is read from the fitted curve at half-maximal effect; nearly all actives have a fitted effect of over 55% in size
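Yeast growth medium received pinned compounds, then yeast cells expressing toxic A-beta were added; plates incubated at 30 C for 48 hr. Growth read as absorbance at 600 nm, normalized to DMSO and equimolar FeCl3 plus clioquinol controls.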
WRN helicase inh = inhibitors of human WRN helicase | Q14191 | WRN helicase unwinding, fluorescent forked duplex, kinetic | Potency, µM (highest dose often 114 µM), for inactives: top-dose activity change, negative = inhibition, usual class: inhibitors | 360,000 compounds, 0.46% hits | AID 651768; also: potency is read from the fitted curve at half-maximal effect; % is scaled to controls: 0 for no effect and ±100 for the full control effect; nearly all actives have a fitted effect of over 55% in size
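Kinetic fluorescence helicase assay: unwinding of a quenched forked DNA duplex (100 nM final) with 2 mM ATP final raises red fluorescence (525/598 nm). Compounds sat 15 min at room temperature with 20 nM WRN beforehand.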
PLK1 PBD inh = blocks phosphopeptide binding to human PLK1 polo-box domain; P53350; Plk1 PBD binding of FITC phosphopeptide, fluorescence polarization; Potency, µM, without a hit: max response, negative = inhibition, most hits filed as inhibitors; 360,000 compounds, 2.8% hits; AID 720504; also: potency is read from the fitted curve at half-maximal effect; series mostly up to about 57 µM; % is scaled to controls: 0 for no effect and ±100 for the full control effect; nearly all actives have a fitted effect of over 65% in size
Target sequence (P53350 whole entry, looked up, the tested form may be a part): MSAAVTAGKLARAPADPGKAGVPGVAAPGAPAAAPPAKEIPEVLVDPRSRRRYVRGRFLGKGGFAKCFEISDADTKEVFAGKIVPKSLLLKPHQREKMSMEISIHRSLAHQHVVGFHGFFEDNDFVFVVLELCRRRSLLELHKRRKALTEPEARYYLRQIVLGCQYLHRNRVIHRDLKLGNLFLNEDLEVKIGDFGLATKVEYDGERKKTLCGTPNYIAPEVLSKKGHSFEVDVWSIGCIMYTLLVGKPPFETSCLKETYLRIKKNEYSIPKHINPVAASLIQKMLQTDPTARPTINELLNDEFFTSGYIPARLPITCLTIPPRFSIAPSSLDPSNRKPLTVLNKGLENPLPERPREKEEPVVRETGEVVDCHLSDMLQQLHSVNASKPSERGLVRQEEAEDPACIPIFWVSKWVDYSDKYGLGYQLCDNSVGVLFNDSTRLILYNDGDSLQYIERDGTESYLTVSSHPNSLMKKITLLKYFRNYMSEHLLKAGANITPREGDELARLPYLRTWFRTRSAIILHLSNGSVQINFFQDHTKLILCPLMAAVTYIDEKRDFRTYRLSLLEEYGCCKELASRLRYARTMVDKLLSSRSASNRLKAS
EPAC1 agonist = activates human EPAC1 exchange factor; EPAC1 agonist qHTS, biochemical assay; response scale: 100% = response to 6.5 mM cAMP; Potency, µM (titrated, usually from 154 µM), without a hit: at the highest dose activation, actives largely listed as activators; 360,000 compounds, 0.073% hits; AID 720707; also: potency is read from the fitted curve at half-maximal effect; nearly all actives have a fitted effect of over 60% in size
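Nucleotide exchange assay: 100 nM EPAC1 with 250 nM Rap1B loaded with BODIPY-GDP and 50 uM GDP, room temperature. Fluorescence (480/540 nm) read every 5 min for 30 min; signal change normalized to 6.5 mM cAMP as full agonist.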
* hit, by the source's call; ? = inconclusive; nt = no result given; & = joins results of further samples; [ ] = another dose, or the depositor's remark. Unless noted, calls follow the shape of the dose curve; as a rule, active = well fitted curve in the direction sought with a large enough effect; inconclusive = small, poorly fitted or top-dose-only effect, or another doubt; inactive = no such curve, though single readings can be large; an effect the other way counts as inactive or inconclusive.

Values in the order: IL2 activator	PI5P4K alpha inh	aSyn rescue	FUS yeast rescue	EPAC1 antagonist	Abeta rescue	WRN helicase inh	PLK1 PBD inh	EPAC1 agonist
COc1ccc(CNC(=O)C2CCCN(c3nc4ccccc4o3)C2)c(OC)c1 (stereo not given)
→ 1.6	nt	1%	32%	3%	9%	-3%	-10%	7%
Cc1ccc(Cn2c(=O)n(C)c(=O)c3sccc32)cc1
→ -1.6	3	3%	-22%	-2%	1%	-4%	0%	8%
COc1ccc(NC(=O)CCC(=O)OCc2ccc(Br)cc2)cc1
→ -0.2	11	5%	nt	-11%	17%	0%	-4%	0%
CC(=O)N1CCCc2cc(S(=O)(=O)N3CCCC(C(=O)Nc4cc(C)ccc4C)C3)ccc21 (stereo not given)
→ -0.3	0	-1%	10%	-14%	6%	-2%	-19%	13%
COCC1CCN(Cc2cn[nH]c2-c2cc(OC)c(OC)c(OC)c2)CC1
→ -2.1	3	-1%	-4%	0%	0%	-1%	1%	11%
Cc1oc(=O)c(NC(=O)c2cccc(Cl)c2)cc1C(=O)c1ccccc1
→ -4.7	-18	?	26%	1%	-94%[inhibitor]	-34%	-16%	-2%
C=CCN(C(=O)CNC(=O)c1cccs1)C(C(=O)NC(C)(C)C)c1ccccc1 (stereo not given)
→ 0.0	4	1%	-1%	13%	-5%	10%	0%	-5%
COc1ccccc1-n1c(SCC(=O)O)nc2c(sc(=S)n2-c2ccc(C)c(C)c2)c1=O
→ -1.9	-5	7%	8%	3%	0%	2%[57.1 µM]	-10%	1%
CCCCn1c(N)c(N(CCC(C)C)C(=O)C2CCCN(C(=O)c3ccc(Cl)cc3)C2)c(=O)[nH]c1=O (stereo not given)
→ -0.7	12	-3%	45%	0%	1%	-1%	-4%	0%
Cc1nn(-c2ccccc2)c(N2CCCC2)c1/C=N/n1cnc2scc(-c3ccccc3)c2c1=O
→ -0.2	1	1%&-1%	10%	-4%	-8%	-3%	-6%	0%
Fc1ccccc1CN1CCCCCCC1
→ -1.2	nt	2%	18%	8%	12%	1%	-2%	-7%
COCCNc1nc(-c2ccccc2F)c2sc(-c3ccccc3)cc2n1
→ -0.2	25	0%	?	-3%	5%	-10%	-6%	-14%
CCC(Sc1nnc(C)c(=O)[nH]1)C(=O)Nc1cccc2ccccc12 (stereo not given)
→ 2.1	0	2%	22%	0%	-7%	-7%	-18%	0%
COc1ccc(N2CCN(Cc3nc(N)nc(N4CCCc5ccccc54)n3)CC2)cc1
→ 0.2	0	5%	3%	-7%	15%	-9%	-24%	5%
COc1ccc(C2=NN(C(=O)CSc3nnnn3C)C(c3ccco3)C2)cc1 (stereo not given)
→ 1.1	6	4%	-10%	3%	7%	-2%	0%	-4%
Cc1ccccc1S(=O)(=O)N1[C@@H](c2ccccc2)C(C(=O)O)=CC[C@H]1c1ccc(Cl)cc1
→ 0.1	0	1%	6%	-10%	-19%	14%	?	-15%
CCC(=O)N1CCc2cc(S(=O)(=O)NC(C(=O)NCc3ccc(F)cc3)C(C)C)ccc21 (stereo not given)
→ -2.3	nt	-2%	28%	2%	-16%	-2%	-1%	-9%
CC(=O)c1ccc(NC(=O)c2cc(-c3cccs3)on2)cc1
→ -0.2	2	-15%	31%	16%	-7%	0%	-12%	-3%
CCc1ccc(OCC(=O)O/N=C(\N)c2cccnc2)cc1
→ -0.2	11	18%	-5%	17%	12%	-16%	3%	-1%
COCC1CCCCN1C(=O)c1cc(COc2ccc(C)c(C)c2)on1 (stereo not given)
→ -1.0	-1	-2%	23%	1%	-8%	2%	3%	-12%
CN(C(=O)CSc1nc2ccc(Br)cc2c(=O)n1Cc1ccco1)C1CCS(=O)(=O)C1 (stereo not given)
→ -3.3	3	7%	-11%	13%	2%	2%	-5%	9%
CSc1nc(C(C)C)ccc1CNC(=O)CC(C)c1ccccc1 (stereo not given)
→ -0.7	5	?	27%	12%	-2%	15%	-2%	-3%
CCOC1Cc2ccccc2N(C(N)=O)c2ccccc21 (stereo not given)
→ 0.3	nt	2%	-9%	6%	3%	-2%	0%	4%
CN(C)c1ccc(C=c2c3ccccc3n3c2cc(-c2ccccc2)[n+]3C)cc1
→ 0.7	-51*	-65%[inhibitor]	nt	-15%	-48%[inhibitor]	?	-1%	16%
COc1ccc(OCC(=O)Nc2ccc(C(=O)Nc3ccccc3C(=O)O)cc2)cc1
→ -0.6	?	0%	8%	17%	4%	-5%	-25%	0%
Cc1ccc2c(c1)sc1nncn12
→ -1.9	-7	4%	-5%	-14%	5%	-3%	5%	0%
Cc1ccccc1NC(=O)Cc1nc(COC(=O)c2ccc(NC(N)=O)cc2)cs1
→ 1.9	-56*	-2%	40%	3%	-4%	-6%	11%	10%
CC(C)COc1ccc(C(=O)N2C(=O)c3ccc(N)cc3C2=O)cc1
→ -1.1	-14	6%	22%	-4%	-2%	-3%	-5%	7%
CCCOc1ccc(C(F)(F)F)cc1NS(=O)(=O)c1ccc(Cl)nc1
→ -2.5	14	9%	-15%	-1%	1%	1%	4%	-9%
COC(=O)c1c(-c2cccc(C)c2)csc1N
→ 1.4	1	3%	9%	7%	3%	-6%	-21%	6%
S=C(NCCCN1CCOCC1)Nc1ccc(Cl)cc1Cl
→ 4.4	2	1%	-22%	5%	5%	-1%	?	8%
CCOC(=O)C1CCN(C(=O)CN(c2cccc(OC)c2)S(=O)(=O)c2ccccc2)CC1
→ 0.0	1	6%	-1%	0%	5%	-9%	-5%	9%
C[C@@H](CN1CCC[C@H]1CN1C(N)=NC[C@@H]1Cc1ccccc1)N1C[C@@H](Cc2ccccc2)N(CCCC2CCCC2)C1=N
→ 0.4	-6	-26%	-12%	-9%	-51%[inhibitor]	-6%	-7%	-17%
COc1ccccc1CN1CCN(Cc2nc(-c3ccccc3)no2)CC1
→ -0.7	7	1%	5%	1%	4%	-2%	9%	-6%
CCOc1ccc(NC(=O)CSc2nncn2C)cc1
→ -4.3	9	3%	14%	-10%	-3%	3%	7%	-6%
O=C(NCc1ccccc1)c1cccc(COc2cc(Cl)ccc2Cl)c1
→ 0.1	14	-2%	nt	-27%	18%	0%	-18%	8%
OCCCc1nc2n(n1)C(c1ccccc1)C=C(c1ccc(F)cc1)N2 (stereo not given)
→ -3.2	nt	-1%	21%	10%	-1%	5%	-8%	5%
O=C(N/N=C/c1ccccc1O)/C(=C/c1ccccc1)CCO
→ 0.1	2	-7%	13%	?	-7%	-5%	-2%	-22%
COc1ccc(CN(C(C)=O)c2cc(C)c([N+](=O)[O-])cc2OC)cc1OC
→ -4.1	0	-8%	22%	4%	-4%	1%	4%	-12%
CCCCN(C(=O)c1cccc2c(=O)c(C)c(-c3ccccc3)oc12)c1ccccc1
→ -3.1	7	-18%	?	-27%	0%	-5%	-10%	6%
Cc1csc(SCC(=O)Nc2c(C)n(C)n(-c3ccccc3)c2=O)n1
→ -2.1	-2	-6%	-13%	8%	-16%	12%	-3%	0%
NC(=NCc1ccc2c(c1)OCO2)NC(=O)c1ccccc1
→ 1.2	3	0%	8%	?	6%	?	-12%	1%
Cc1ccc(/C=C/C(=O)c2ccc(O)cc2)cc1
→ -0.3	-2	-6%	?	-29%	29%	-1%	-12%	4%
CCC(=O)N1CCc2cc(S(=O)(=O)CCC(=O)N3CCc4ccccc4C3)ccc21
→ 1.1	0	-4%	12%	-1%	-5%	6%	-4%	-1%
CC(C)(C)c1cc(C(=O)NNC(=O)Nc2ccccc2)n(Cc2ccccc2)n1
→ 1.6	0	-1%	1%	-17%	-3%	-4%	-5%	-7%
COc1ccc(C(C)=O)cc1COC(=O)c1ccc(OCc2c(C)noc2C)cc1
→ 0.3	1	4%	19%	3%	6%	-18%	-11%	3%
C[C@@H]1CCCCO[C@H](CN(C)C(=O)Nc2cccc3ccccc23)[C@@H](C)CN([C@H](C)CO)C(=O)c2cc(N(C)C)ccc2O1
→ -2.7	-5	-2%	14%	19%	9%	-4%	0%	-2%
O=C(Cc1csc(NC(=O)Nc2ccc(Cl)cc2)n1)NCc1ccccn1
→ -0.3	-30	-7%	14%	6%	0%	-9%	-5%	-1%
NC(=O)c1cccc(-c2cccc(OC(=O)NC3CCCCC3)c2)c1
→ -0.8	-13	-4%	2%	3%	2%	-29%	-10%	1%
C/C(=N\O)C(=O)NCCCNCCCN(C)C
→ 1.4	1	-2%	9%	3%	4%	-2%	-9%	-5%
O=C(Cc1ccccc1)Nc1ccc(S(=O)(=O)N2CCOCC2)cc1
→ 0.9	2	1%	20%	-16%	-9%	8%	-2%	0%
O=C(NCCc1cccc(Cl)c1)c1cc([N+](=O)[O-])ccc1Cl
→ 0.1	5	3%	nt	9%	10%	8%	-7%	-1%
O=C(NCCc1cccnc1)c1cc(COc2ccc(F)cc2Cl)on1
→ -1.0	8	4%	1%	-6%	24%	-3%	8%	4%
CCCCN(C)CCC(=O)Nc1ccc(C)cc1
→ 4.5	2	-3%	0%	8%	19%	-1%	0%	-8%
COc1ccc(-c2noc(CCCC(=O)N3CCN(c4cc(C)ccc4C)CC3)n2)cc1
→ -0.8	19	20%	35%	0%	4%	-1%	-1%	-1%
COc1ccc(S(=O)(=O)NCC2CCCN(C(=O)CCC(F)(F)F)C2)cc1 (stereo not given)
→ 2.2	-3	-5%	12%	-1%	-4%	-2%	-5%	4%
COc1ccc([N+](=O)[O-])cc1N(CC(O)CN1CCCC1)S(=O)(=O)c1ccc(C)cc1 (stereo not given)
→ -0.3	0	0%	19%	17%	9%	2%	-10%	14%
O=C(Nc1ccc(F)cc1F)c1cc2ccccc2oc1=O
→ 1.2	-22	-14%	-16%	-12%	-3%	5%	-15%	-1%
